PLAP inhibition = PLAP enzyme inhibitors, biochemical, luminescence, HTS (AID 690) | purified PLAP, luminescent substrate; higher % means a stronger effect | inhibition, % at 20 µM; hits with a dose series show IC50 in µM | 96,000 compounds, 0.08% hits; in the data active = a potency from the dose series; inactive = the rest, 99 in 100 with inhibition below about 30%; note: strong numbers were not always called active
NFkB transloc inh = blocks IL-1B driven NFkB nuclear translocation in HUVEC cells; AID 796; inhibition, % at 2 µM; HUVEC IL-1B NFkB p65 nuclear translocation imaging; 94,000 compounds, 0.43% hits;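 active = inhibition above about 30% together with a positive call from visual inspection of the well image, limit read from the data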;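 note: nuclear over cytoplasmic p65 intensity ratio measured by imaging; 0% = IL-1B stimulated DMSO wells and 100% = unstimulated DMSO wells; values of inactives mirror those of a sister screen read the other way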
IL1B NFkB pot = enhances IL-1B driven NFkB nuclear translocation | 94,000 compounds, 0.3% hits | AID 819 | HUVEC IL-1B NFkB p65 nuclear translocation imaging | activation, % at 2 µM;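 active = activation above 40%, about the mean plus 3 SD, also judged a hit on visual image review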;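 note: percent activation is computed from the nuclear over cytoplasmic p65 intensity ratio; values of inactives mirror those of a sister screen read the other way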
Bcl-B displacement = displacers of TR3 peptide from Bcl-B, primary screen, selectivity assay for Bfl-1 inhibitor project, biochemical, fluorescence polarization. FP displacement of FITC-TR3 peptide from Bcl-B; higher % means a stronger effect. displacement, % at 20 µM; hits with a dose series show IC50 in µM. 96,000 compounds, 0.11% hits;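 active = displacement above 50% at 20 µM plus a fluorescence interference ratio under 1.5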;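 note: plate controls were wells without compound for no effect and wells lacking Bcl-B protein for full effect; a part of the inactive calls stands beside numbers as strong as those of hits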
MRP resist rev = compounds reversing MRP-mediated drug resistance; differential viability (reversal), % at 10 µM; AID 602; 85,000 compounds, 0.04% hits; H69AR cells + 2 uM doxorubicin, CellTiter-Glo, 72 h;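 active = viability drop by adding the cancer drug above about 55%, with treated viability meeting a 40% cutoff, limit read from the data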;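 note: viability without doxorubicin minus viability with 2 µM doxorubicin for each compound; larger differential means the compound sensitizes cells more to doxorubicin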
MRP resist rev cytotoxicity = recorded beside MRP resist rev, whose call it bears; viability, %; H69AR cells, CellTiter-Glo, 72 h; measured here: cytotoxicity without doxorubicin
MRP resist rev with doxorubicin = recorded beside MRP resist rev, whose call it bears; viability, %; measured here: viability with 2 uM doxorubicin; stronger effect = lower value
NFkB transloc inh cell count 2 µM = second read-out of NFkB transloc inh, no call of its own (marks repeat the call); cell count; measured here: cells passing quality filter;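 raw number of nuclei counted in each imaged well without normalization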
IL1B NFkB pot cell count 2 µM = recorded beside IL1B NFkB pot, whose call it bears; cell count; measured here: cells passing quality filter
* hit, by the source's call; . = no result given. A portion of the library; the hit share may differ from the screen's.

SMILES | PLAP inhibition | NFkB transloc inh | NFkB transloc inh cell count 2 µM | IL1B NFkB pot | IL1B NFkB pot cell count 2 µM | Bcl-B displacement | MRP resist rev | MRP resist rev cytotoxicity | MRP resist rev with doxorubicin
COc1ccccc1Nc1nnc(SCC(=O)c2cc(C)n(CC3CCCO3)c2C)s1 (configuration not stated) | -30% | -4 | 127 | 4 | 127 | -23% | -36 | 38 | 74
COc1ccc(S(=O)(=O)n2nc(OC(=O)c3ccccc3Br)cc2N)cc1 | 11% | 9 | 100 | -9 | 100 | -11% | 6 | 107 | 100
N#Cc1nc(-c2cccs2)oc1NCc1ccccc1 | 13% | 9 | 117 | -9 | 117 | -8% | 0 | 85 | 85
O=C1C2C3C=CC(C3)C2C(=O)N1c1n[nH]c(-c2ccccc2)n1 (configuration not stated) | 7.6µM* | 9 | 160 | -9 | 160 | 8% | -2 | 94 | 96
CC(C)C(CCNC(=O)CC(Cc1ccccc1)c1ccco1)c1ccco1 (configuration not stated) | -20% | 0 | 148 | 0 | 148 | 4% | 6 | 86 | 80
COc1ccc(N2CCN(C(c3cc(OC)ccc3OC)c3nnnn3CC3CCCO3)CC2)cc1 (configuration not stated) | . | -1 | 130 | 1 | 130 | . | 17 | 93 | 76
COc1ccc(C)cc1-n1nnnc1SCc1cc(=O)n2cc(C)ccc2n1 | -89% | . | . | . | . | -20% | 10 | 86 | 76
CCOC(=O)c1c(NC(C)=O)sc2c(OC)cccc12 | -9% | 20 | 142 | -20 | 142 | 1% | 11 | 84 | 73
CCOCCCNC(=O)C1CCCN1S(=O)(=O)c1ccc(Cl)cc1 (configuration not stated) | 8% | 10 | 100 | -10 | 100 | 0% | -17 | 93 | 110
COC(=O)CCSCC(=O)Nc1nnc(C)s1 | -5% | . | . | . | . | 0% | 11 | 104 | 93
O=C(Nc1ccc(N2CCN(C(=O)c3ccc(Cl)cc3)CC2)cc1)c1cccnc1 | -24% | -2 | 110 | 2 | 110 | 26% | -20 | 51 | 71
O=C(Cc1ccc(Cl)c(Cl)c1)OCC(=O)c1ccc[nH]1 | 40% | -24 | 162 | 24 | 162 | -26% | -2 | 98 | 100
CSc1ccc(S(=O)(=O)NCc2ccc(Cl)cc2)cc1 | 23% | -12 | 94 | 12 | 94 | 4% | 1 | 96 | 95
CCCn1c(=NC(=O)c2ccc3c(c2)OCO3)c(C#N)cc2c(=O)n3cccc(C)c3nc21 | 15% | . | . | . | . | 0% | 19 | 38 | 19
CCOC(=O)c1cc2occc2n1CC(=O)N1CCOCC1 | 7% | . | . | . | . | 3% | -3 | 87 | 90
Cc1cc(C)cc(OCc2nc3ncc(Br)cc3[nH]2)c1 | . | 4 | 106 | -4 | 106 | . | -26 | 11 | 37
COc1ccc(/C=N/NC(=O)Cc2csc(Nc3cccc(C(F)(F)F)c3)n2)cc1C | 2% | . | . | . | . | -4% | . | . | .
CCOc1cccc(C2C(C(=O)c3ccc(C)o3)=C(O)C(=O)N2Cc2ccncc2)c1 (configuration not stated) | -14% | 30* | 77* | -31 | 77 | -6% | 18 | 98 | 80
CN(C)/C=c1\sc2c(C#N)cc(C(=O)c3ccc(Br)cc3)n2c1=O | 10% | . | . | . | . | -46% | 9 | 88 | 79
CCOC(=O)CSc1nc(-c2ccccc2)nc2ccccc12 | 2% | -2 | 101 | 2 | 101 | 8% | . | . | .
Cc1onc(-c2ccccc2Cl)c1C(=O)Nc1sc2c(c1C(N)=O)CCC(C)C2 (configuration not stated) | . | -2 | 164 | 2 | 164 | . | 11 | 92 | 81
Cn1c(=O)[nH]c(=O)c2c1nc1n2CCCS1 | 10% | 9 | 106 | -9 | 106 | 10% | -4 | 83 | 87
O=C(CSc1nc2ccccc2s1)N1CCN(C(=O)c2ccco2)CC1 | -36% | -2 | 111 | 2 | 111 | -2% | 15 | 95 | 80
CC(C)C(=O)Nc1ccc(C(=O)NCc2cccnc2)cc1 | . | 9 | 147 | -9 | 147 | . | -59 | 36 | 95
CC1C2CC(C(CN(C)C)/C2=N/O)C1(C)C (configuration not stated) | -15% | 1 | 167 | -1 | 167 | -11% | -8 | 101 | 109
Cc1ccc(-c2cc(-c3ccccc3Cl)[nH]n2)c(O)c1 | -20% | -19 | 48 | 19 | 48 | -5% | -5 | 2 | 7
CC(C)(C)NC(=O)NC(=O)COc1ccccc1C#N | -26% | -2 | 153 | 2 | 153 | -2% | 7 | 88 | 81
O=C(OCc1ccc(C(=O)c2ccccc2)cc1)c1cccc(-c2nnc(-c3ccccc3)o2)c1 | -12% | 4 | 95 | -4 | 95 | -12% | . | . | .
COc1ccc(CCNC(=O)CN(C2CCCCC2)S(C)(=O)=O)cc1OC | -26% | 9 | 187 | -9 | 187 | -2% | 8 | 86 | 79
Cc1ccc2ccc(C3C(=O)c4ccccc4C3=O)nc2c1 | . | 0 | 159 | 0 | 159 | . | -7 | 59 | 67

Compound profiles, from the list above. Screens in order: PLAP inhibition | NFkB transloc inh | NFkB transloc inh cell count 2 µM | IL1B NFkB pot | IL1B NFkB pot cell count 2 µM | Bcl-B displacement | MRP resist rev | MRP resist rev cytotoxicity | MRP resist rev with doxorubicin
O=C(CSc1nc2ccccc2s1)N1CCN(C(=O)c2ccco2)CC1 in the list: -36% | -2 | 111 | 2 | 111 | -2% | 15 | 95 | 80
Cn1c(=O)[nH]c(=O)c2c1nc1n2CCCS1 in the list: 10% | 9 | 106 | -9 | 106 | 10% | -4 | 83 | 87
CN(C)/C=c1\sc2c(C#N)cc(C(=O)c3ccc(Br)cc3)n2c1=O in the list: 10% | . | . | . | . | -46% | 9 | 88 | 79
COc1ccc(/C=N/NC(=O)Cc2csc(Nc3cccc(C(F)(F)F)c3)n2)cc1C in the list: 2% | . | . | . | . | -4% | . | . | .
COc1ccc(CCNC(=O)CN(C2CCCCC2)S(C)(=O)=O)cc1OC in the list: -26% | 9 | 187 | -9 | 187 | -2% | 8 | 86 | 79

(next part)
SMILES | PLAP inhibition | NFkB transloc inh | NFkB transloc inh cell count 2 µM | IL1B NFkB pot | IL1B NFkB pot cell count 2 µM | Bcl-B displacement | MRP resist rev | MRP resist rev cytotoxicity | MRP resist rev with doxorubicin
Cc1ccc(S(=O)(=O)N2CCN(S(C)(=O)=O)C2)cc1 | 15% | -14 | 179 | 14 | 179 | -1% | 12 | 90 | 78
S=C1COC(c2ccccc2)N1c1ccccc1 (configuration not stated) | . | -10 | 113 | 10 | 113 | . | 2 | 103 | 101
Cc1ccc(/C=C/C(=O)c2nc3ccccc3[nH]2)cc1 | -2% | -11 | 144 | 11 | 144 | -1% | . | . | .
N#CC1=C2SCN(Cc3ccco3)CN2C(=O)CC1c1ccc(Cl)cc1 (configuration not stated) | -45% | 1 | 69 | -1 | 69 | -4% | 0 | 96 | 95
CCOc1ccccc1C1C(C(N)=O)=C(C)Nc2nc(-c3ccc(OC)cc3)nn21 (configuration not stated) | -35% | 1 | 104 | -1 | 104 | 0% | 7 | 97 | 91
O=C(O)c1ccc(C(=O)Nc2cccc(NC(=O)C3CCCO3)c2)cc1 (configuration not stated) | -8% | 6 | 118 | -7 | 118 | -5% | -17 | 102 | 118
CN(c1ccc(S(=O)(=O)N2CCOCC2)cn1)C1CCCCC1 | -8% | . | . | . | . | -4% | -4 | 98 | 101
C=C(C)C1CC=C(C)/C(=N/NC(=O)COc2cccc3ccccc23)C1 (configuration not stated) | . | -1 | 138 | 1 | 138 | . | 22 | 107 | 86
COc1ccc(-c2c(C)nn3c(N4CCC5(CC4)OCCO5)cc(C)nc23)cc1OC | -37% | 5 | 113 | -5 | 113 | 1% | . | . | .
COCCNS(=O)(=O)c1cc(F)ccc1OC | 5% | 2 | 173 | -2 | 173 | -2% | -13 | 91 | 104
Cc1ccc(-c2nc3ccccc3s2)cc1S(=O)(=O)N1CCOCC1 | -8% | -20 | 164 | 19 | 164 | -12% | 5 | 79 | 75
Cc1ccc(C(=O)c2ccc(C(F)(F)F)cc2)cc1 | -2% | -1 | 181 | 1 | 181 | 0% | . | . | .
COc1ccc(CNC(=O)c2cnc3n(c2=O)CCS3)cc1 | 12% | 15 | 46 | -15 | 46 | -1% | 4 | 90 | 86
COc1ccc(C(=O)/C=C/Nc2cccc(C)n2)cc1OC | 1% | -12 | 140 | 12 | 140 | -7% | 14 | 92 | 78
Cc1ccc(C2=NN(C)c3nc4ccccc4n3C2)cc1 | -27% | -32 | 74 | 32 | 74 | 8% | 12 | 89 | 77
COc1ccc(CC(NC(C)=O)C(=O)NC2CCN(C(=O)Nc3ccc(C#N)cc3)CC2)cc1OC (configuration not stated) | 2% | -5 | 131 | 5 | 131 | 0% | -15 | 91 | 106
CC(=O)c1cccc(NC(=O)N2CCc3ccccc3C2)c1 | 2% | -7 | 131 | 7 | 131 | -2% | 0 | 95 | 94
CCOC(=O)CNC(=O)CCNS(=O)(=O)c1ccc2c(c1)c(=O)n(C)c(=O)n2C | -4% | -32 | 188 | 32 | 188 | 12% | 4 | 96 | 92
CCCC(=O)C1=C(O)C(C(=O)OC)C(C)(C)CC1=NC(C)(C)C (configuration not stated) | -17% | 45* | 94* | -45 | 94 | -8% | 17 | 64 | 47
COc1ccc(/C=N/N2CCN(C)CC2)cc1OC | -2% | 5 | 124 | -5 | 124 | -5% | . | . | .
CC1CN(c2nc3ccccn3c(=O)c2/C=C(\C#N)S(=O)(=O)c2ccccc2)CC(C)O1 (configuration not stated) | -51% | -14 | 98 | 14 | 98 | -4% | 43 | 74 | 31
COc1ccc(C(C(=O)NC2CCCC2)N(CCN2CCOCC2)C(=O)c2ccc(OC)c(OC)c2)cc1 (configuration not stated) | -42% | -23 | 66 | 23 | 66 | 1% | -11 | 85 | 96
Cn1c(-c2ccc(C=O)s2)nc2c3ccccc3c3ccccc3c21 | -36% | 8 | 132 | -8 | 132 | -63% | -17 | 18 | 34
O=C(O)CCC(=O)Nc1ccc(N2CCCCC2)c(C(=O)O)c1 | . | 9 | 95 | -9 | 95 | . | 9 | 97 | 88
Cc1ccc(C)c(OCCOCCN2CCOCC2)c1 | -41% | 4 | 90 | -4 | 90 | -6% | 11 | 102 | 91
C=CCn1c(SCC(=O)NCc2ccccc2)nnc1C1CCCCC1 | 7% | 0 | 177 | -1 | 177 | -1% | 7 | 95 | 87
CN(CCOC(=O)c1ccco1)Cc1ccccc1 | 4% | -1 | 144 | 1 | 144 | 1% | -2 | 102 | 104
CN1CCN(C(=O)c2cnn3c(C(F)F)cc(C4CC4)nc23)CC1 | -11% | -7 | 166 | 7 | 166 | -10% | -27 | 97 | 124
NC(=O)c1c(NC(=O)Cc2cccs2)sc2c1CCC2 | 26% | -3 | 162 | 3 | 162 | 9% | -23 | 73 | 96
CC1(C)CC(N(Cc2ccco2)C(=O)Cc2ccccc2)CCO1 (configuration not stated) | -1% | -19 | 67 | 19 | 67 | -8% | 2 | 94 | 93

Look-ups from the list:
CN1CCN(C(=O)c2cnn3c(C(F)F)cc(C4CC4)nc23)CC1 in Bcl-B displacement reads -10%
CC1(C)CC(N(Cc2ccco2)C(=O)Cc2ccccc2)CCO1 (configuration not stated) in MRP resist rev reads 2

The list goes on:
SMILES | PLAP inhibition | NFkB transloc inh | NFkB transloc inh cell count 2 µM | IL1B NFkB pot | IL1B NFkB pot cell count 2 µM | Bcl-B displacement | MRP resist rev | MRP resist rev cytotoxicity | MRP resist rev with doxorubicin
CCn1cc(CNC(=O)CCc2ccc(OC)cc2)cn1 | 4% | -5 | 186 | 5 | 186 | -5% | -12 | 84 | 96
CCOC(=O)C1CCN(C(=O)CCS(=O)(=O)c2ccc3c(c2)CCN3C(C)=O)CC1 | -37% | -7 | 189 | 7 | 189 | 8% | 21 | 99 | 77
Cc1ccc(C)c2[nH]c(=O)c(CCNC(=O)C(C)C)cc12 | -28% | . | . | . | . | -4% | 15 | 95 | 80
CCCCc1c(C)c2ccc(OC)c(/C(C)=N\O)c2oc1=O | 1% | -1 | 136 | 1 | 136 | 3% | -15 | 55 | 71
COc1ccc(NC(=O)CCn2nc(C)cc2C)cc1 | -20% | . | . | . | . | -5% | 17 | 103 | 86
COc1ccc(CNCC(O)(c2ccc(Cl)cc2)c2ccc(Cl)cc2)cc1OC | -41% | 5 | 164 | -5 | 164 | -8% | . | . | .
CCOC(=O)c1cnc(-c2ccccc2)nc1Oc1ccc(C)cc1 | -24% | 8 | 98 | -8 | 98 | -2% | . | . | .
